Screening data deposited in PubChem by The Scripps Research Institute Molecular Screening Center.
ADAM10 inh: inhibits human ADAM10. AID 720582. inhibition, % at 7 µM. O14672. recombinant ADAM10, EDANS/DABCYL FRET peptide cleavage, 3 h. actives 0.62% (n = 370,000);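 active = inhibition above a per-campaign cutoff equal to the mean of compounds falling between control-based bounds plus 3 SD, cut at about 20% in these data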;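 also: 0% = DMSO wells while the 100% control is not disclosed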
Target sequence (O14672 214-748 limits assumed): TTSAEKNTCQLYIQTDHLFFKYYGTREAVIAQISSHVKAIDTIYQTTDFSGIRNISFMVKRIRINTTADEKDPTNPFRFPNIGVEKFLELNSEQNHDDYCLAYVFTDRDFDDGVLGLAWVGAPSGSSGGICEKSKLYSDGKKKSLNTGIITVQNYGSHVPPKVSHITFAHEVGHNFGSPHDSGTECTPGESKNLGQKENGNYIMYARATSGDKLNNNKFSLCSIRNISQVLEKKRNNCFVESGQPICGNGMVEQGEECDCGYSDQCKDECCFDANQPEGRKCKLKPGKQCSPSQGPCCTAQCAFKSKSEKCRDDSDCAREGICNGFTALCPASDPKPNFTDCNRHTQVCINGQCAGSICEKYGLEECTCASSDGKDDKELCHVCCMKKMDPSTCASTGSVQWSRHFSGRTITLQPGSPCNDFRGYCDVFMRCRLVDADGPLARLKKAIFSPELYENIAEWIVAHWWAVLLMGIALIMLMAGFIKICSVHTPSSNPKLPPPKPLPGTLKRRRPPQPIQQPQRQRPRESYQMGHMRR
Tn7 DDE FP: DD(E)-Tn7 binding inhibition, primary FP screen; actives 0.13% (n = 370,000); FP displacement of FITC-Tn7 peptide from fibrin DD(E); 0% = median of compound wells per plate; P02675; AID 720508; inhibition, % at 8.3 µM;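 active = inhibition above the mean of compounds falling within the control limits plus 3 SD of them, cut at about 14% in these data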;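 also: 0% = plate median of compound wells and 100% = 10 µM Aha-Tn7 peptide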
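system = human fibrin DD(E) protein | quantity = DD(E) 2 µM final | medium = Tris/NaCl/CaCl2 buffer, pH 7.8 | also added = labelled Tn7 tracer, 0.1 µM | compound dosing = single point at 8.3 µM | timing = compound with protein 10 min, then 3 h after probe, room temperature | signal = FP measurement | benchmarks = Aha-Tn7 high control | repeats = one replicate per compound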
ASAP1 GAP inh: ASAP1 ArfGAP inhibition | AID 624377 | actives 0.19% (n = 360,000) | ASAP1-stimulated ARF1 GTP hydrolysis, GDP FP detection | inhibition, % at 16.5 µM | Q9ULH1; in the data active = inhibition above about 25%;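 also: 0% = vehicle with enzyme and substrate and 100% = no enzyme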
LEDGF integ inh: blocks HIV-1 LEDGF/p75-dependent DNA integration; inhibition, % at 3.7 µM; TR-FRET IN-LEDGF/p75 DNA integration, Eu/Cy5; actives 0.64% (n = 370,000);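 active = inhibition above the screen-wide mean plus 3 SD, cut at about 13% in these data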;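 also: signal is the Cy5 over europium emission ratio at 671 and 618 nm; 0% = plate median of compound wells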
DDE Tn6 FP inh: DD(E)-Tn6 binding inhibition, primary FP screen. P02675. Fibrin DD(E) TRITC-Tn6 fluorescence polarization displacement. inhibition, % at 8.3 µM. actives 0.21% (n = 370,000). AID 720509;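 active = inhibition above a per-campaign cutoff: mean of compounds within control limits plus 3 SD, cut at about 15% in these data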;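 also: 0% = median of all compound wells on the plate and 100% = blocking peptide control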
TDP2 absorb: TDP2 (human) inhibition, absorbance primary screen; actives 0.34% (n = 370,000); inhibition, % at 12.8 µM; recombinant TDP2, T5PNP hydrolysis, p-nitrophenol absorbance 415 nm;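 active = inhibition above the mean of all tested compounds plus 3 SD, set per campaign, cut at about 25% in these data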;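 also: 0% = DMSO with enzyme and 100% = buffer with substrate but no TDP2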
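Evaluation: % inhibition relative to enzyme-containing and enzyme-free wells. Material: recombinant human TDP2. Benchmarks: enzyme-free and DMSO wells. Timing: enzyme reaction with compound for 2 h at 37 °C. Compound dosing: 12.8 µM only. Measured by: p-Nitrophenol epi absorbance. Reagent: T5PNP substrate at 5 mM, a TopII-DNA adduct mimic. Replication: single well per compound.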
PLC-gamma1 inh: PLC-gamma1 (human) inhibition, primary screen; purified PLC-gamma1, fluorogenic substrate, fluorescence; actives 0.84% (n = 370,000); inhibition, % at 12.2 µM; P19174; in the data active = inhibition above about 9.5%
ARFGAP1 inh: inhibits rat ARF GTPase activating protein 1; Arfgap1-stimulated ARF1 GTP hydrolysis, GDP FP detection; inhibition, % at 16.5 µM; actives 0.26% (n = 360,000); AID 651572; Q62848;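 active = inhibition above a per-plate limit, mean inhibition of low control wells plus 3 SD, cut at about 25% in these data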;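 also: 0% = DMSO wells with enzyme and 100% = wells lacking Arfgap1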
Target sequence (Q62848 1-136 limits assumed): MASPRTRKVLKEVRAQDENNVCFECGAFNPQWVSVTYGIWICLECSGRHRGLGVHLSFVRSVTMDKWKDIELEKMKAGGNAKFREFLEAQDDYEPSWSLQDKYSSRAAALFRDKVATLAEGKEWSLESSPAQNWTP
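Material: rat Arfgap1 catalytic domain, aa 1-136; also added: human ARF1(Δ1-17)-GTP substrate; compound dosing: one concentration, 16.5 µM, DMSO 1.26%; incubation: GTP hydrolysis reaction 2 h at 25 °C; measured by: Tracer-displacement fluorescence polarization with EDTA stop, 620/688 nm; evaluation: % inhibition from polarization; repeats: one replicate per compound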
KLK7 zymogen act: proKLK7 (human) activation, primary screen | activation, % at 7 µM | AID 652039 | purified proKLK7, EDANS-DABCYL substrate fluorescence; 100% is mature enzyme control, 0% vehicle | P49862 | actives 0.9% (n = 370,000);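 active = activation above the mean of all tested compounds plus 3 SD, computed per campaign excluding outliers beyond control limits, cut at about 13% in these data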
Target sequence (P49862 whole entry, looked up): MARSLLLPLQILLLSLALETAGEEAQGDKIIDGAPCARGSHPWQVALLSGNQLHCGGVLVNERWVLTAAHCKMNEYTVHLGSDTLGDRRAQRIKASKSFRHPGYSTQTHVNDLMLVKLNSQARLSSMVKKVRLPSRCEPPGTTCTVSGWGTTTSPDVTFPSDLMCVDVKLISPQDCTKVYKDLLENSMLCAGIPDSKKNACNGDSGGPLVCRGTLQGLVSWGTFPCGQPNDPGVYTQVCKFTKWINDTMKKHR
ADAM17 inh: inhibits human ADAM17. P78536. recombinant ADAM17, EDANS/DABCYL FRET peptide cleavage. inhibition, % at 6.95 µM. actives 0.83% (n = 370,000);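 active = inhibition above the mean of compounds lying between control limits plus 3 SD, set per campaign, cut at about 8.5% in these data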;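 also: 0% = DMSO-only wells as the low control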
* marks the source's active call; other numbers are inactive results.

ADAM10 inh,ARFGAP1 inh,Tn7 DDE FP,ASAP1 GAP inh,DDE Tn6 FP inh,ADAM17 inh,LEDGF integ inh,KLK7 zymogen act,PLC-gamma1 inh,TDP2 absorb,molecule
-10,19,6,2,-2,-2,-1,0.1,-13,6,CC1(C)CC(=O)C2=C(C1)NC(SCC(N)=O)=C(C#N)C21CCCCC1
-2,8,-4,11,1,2,-6,-0.2,2,-7,O=C(COC(=O)c1ccc(S(=O)(=O)N2CCCC2)cc1)NCc1cccs1
-17,11,1,-18,-1,-1,-6,0.2,5,-6,O=C(COC(=O)c1ccco1)Nc1ccc2[nH]c(=O)[nH]c2c1
12,5,-9,6,-1,3,-1,0.1,1,-6,CCn1nnnc1SCC(=O)Nc1ccc(N(C)C)cc1
-5,1,3,-4,4,1,-4,-0.5,-4,-18,CC(OC(=O)CCc1nc2ccccc2c(=O)[nH]1)C(=O)c1ccc(C(C)(C)C)cc1 (stereo unspecified)
2,2,-2,-8,4,4,-2,0.4,2,-2,O=C(Cc1cccc(NC(=O)C2CCCN(C(=O)C3CCC3)C2)c1)Nc1ccc(C(=O)N2CCCCC2)cc1 (stereo unspecified)
-5,12,1,9,4,-2,-5,0.0,2,-5,CCOC(=O)c1nn(-c2ccccc2)c2nnc(Cc3ccc(Cl)cc3)c(=O)n12
-3,3,8,-18,0,-5,1,0.5,-2,10,Cc1nnc(NC(=O)CSc2nc3[nH]ncc3c(=O)[nH]2)s1
4,0,-6,0,-3,0,1,0.5,4,-1,CC(C)CNS(=O)(=O)c1ccc(CCC(=O)N2CCOCC2)cc1
-16,9,-7,-15,-2,-4,-1,0.0,1,0,CC1(NC(=O)C23CC4CC(CC(C4)C2)C3)CCS(=O)(=O)C1 (stereo unspecified)
-1,-8,-3,-6,-5,-5,-4,0.8,-2,8,O=C(NCCN1CCOCC1)C(Sc1ccccc1)c1ccccc1 (stereo unspecified)
0,6,1,-21,-3,-1,-2,-0.1,3,0,CC(=O)Nc1ccc(NS(=O)(=O)c2cccc3ccccc23)cc1
3,7,-3,5,9,7,-6,-0.2,2,-9,O=C1CCc2cc(S(=O)(=O)N3CCN(c4cccc(Cl)c4)CC3)ccc2N1
-6,-7,-2,-8,2,-3,-1,0.1,1,-2,Cc1ccc(S(=O)(=O)N2C[C@H]3[C@H]4C(=O)N(c5ccccc5)C(=O)[C@H]4C[C@H](OC(=O)NC4CCCC4)[C@@]3(O)C2)cc1
-13,-7,3,-2,0,-3,-1,-0.2,1,10,CC1(C(=O)NS(=O)(=O)c2ccccc2Cl)CCN1C(=O)C/C=C/c1ccccc1 (stereo unspecified)
-6,-1,-3,-7,0,-4,6,0.7,-14,-4,On1c(-c2ccc(Cl)cc2Cl)nc2ncccc21
4,-5,0,-10,9,-3,1,-0.4,0,11,CCOCCCN(C(=O)CNC(=O)c1ccco1)C(C(=O)NC1CCCC1)c1ccccc1C (stereo unspecified)
7,4,6,-1,-8,4,-2,-0.9,-1,0,N/C(=N\c1nc2ccccc2o1)NC(=O)C(Cc1ccccc1)N1C(=O)c2ccccc2C1=O (stereo unspecified)
2,7,2,-11,1,1,4,0.5,2,-9,Cc1ccccc1Cn1nc(C)c(NC(=O)c2ccccc2)c1C
-3,1,-7,-2,-1,-3,0,-0.3,0,-5,CCN1C(=O)/C(=C/c2cccs2)SC1=Nc1ccc(OC)cc1
4,12,-6,3,3,2,6,0.1,8,-4,COc1ccc(CCNC(=O)c2c(C)cc(=O)oc2C)cc1OC
12,5,7,5,1,6,-2,0.2,1,-9,Cn1nc(C(C)(C)C)cc1NC(=O)C1(C)CCN1C(=O)Cc1ccc(-c2ccccc2)cc1 (stereo unspecified)
-15,15,-5,5,-7,-2,0,-4.1,-51,-1,CN(c1ccc(NC(=O)CCc2cn(Cc3ccc(Br)cc3)c3ccccc23)cc1)c1ccccn1
-44,6,1,6,-13,-61,-1,-6.8,-165,2,COc1ccc(-c2cc(C(=O)Nc3cc(S(N)(=O)=O)ccc3C)c3ccccc3n2)cc1OC
-62,5,1,8,-3,-21,-1,-0.4,-12,7,ClCc1c2ccccc2cc2ccccc12
-20,10,4,1,-5,1,-1,0.3,-2,6,CN(C(=O)CSc1cc(Cl)ccc1Cl)C1CCS(=O)(=O)C1 (stereo unspecified)
-1,-4,0,-11,1,0,2,0.3,0,1,Cc1cccc(N2CCN(S(=O)(=O)c3c(C)[nH]c(=O)[nH]c3=O)CC2)c1C
-2,-9,7,2,1,-6,-3,0.5,-16,-3,CC1(C)Cc2c(c(N3CCOCC3)nc3snc(Br)c23)CO1
7,3,1,-5,-4,2,5,-0.3,7,-13,CN(C)CCCCOc1ccccc1-c1ccccc1
-14,-1,0,9,-2,-6,3,11,-9,1,O=c1c2cc(Cl)ccc2[nH]c(=S)n1Cc1ccccn1
-1,4,-6,-5,-5,3,1,-0.4,4,-1,COc1ccc(-n2nnnc2C(c2ccccc2)N2CCN(C/C=C/c3ccccc3)CC2)cc1 (stereo unspecified)
15,-2,0,-3,4,0,-2,-0.2,4,-1,CCCCNC(=O)CN1CCC2(O)CCCCC2C1c1ccccc1OC (stereo unspecified)
-29,3,-2,-1,1,-7,1,0.8,-18,1,CC1(C)CC(=O)C2=C(C1)N(c1ccccc1)C(N)=C(C#N)C2c1ccsc1 (stereo unspecified)
-9,12,-1,0,-4,-7,1,-0.1,3,3,CC(=O)Nc1ccc(OCC(O)CNC(C)C)cc1 (stereo unspecified)
3,3,-2,13,3,-2,2,0.2,0,8,COc1ccc(NC(=S)N(CCCN2CCCC2)Cc2ccco2)cc1
21*,15,1,3,4,8,-1,0.3,3,5,CN(C)S(=O)(=O)c1cccc(NC(=O)COC(=O)CCSc2ccc(Cl)cc2)c1
-6,13,-7,9,-6,-1,1,0.7,-3,2,COc1ccc(Nc2oc(COc3ccccc3F)nc2C#N)cc1
-1,16,-7,-1,8,1,2,-0.2,5,-3,CCOc1cc(Cl)c(NC(=O)c2ccco2)cc1OCC
2,10,-4,-2,-2,-1,0,0.0,2,-1,Fc1ccc(CSc2ncnc3nc[nH]c23)cc1
-3,-6,9,-12,4,-4,-4,0.8,1,5,CCCCOC(=O)C1=C(C)NC(=O)NC1c1cccc([N+](=O)[O-])c1 (stereo unspecified)

Three entries out of the list, sorted by molecular weight, highest first:
ADAM10 inh,ARFGAP1 inh,Tn7 DDE FP,ASAP1 GAP inh,DDE Tn6 FP inh,ADAM17 inh,LEDGF integ inh,KLK7 zymogen act,PLC-gamma1 inh,TDP2 absorb,molecule
21*,15,1,3,4,8,-1,0.3,3,5,CN(C)S(=O)(=O)c1cccc(NC(=O)COC(=O)CCSc2ccc(Cl)cc2)c1
-2,-9,7,2,1,-6,-3,0.5,-16,-3,CC1(C)Cc2c(c(N3CCOCC3)nc3snc(Br)c23)CO1
-62,5,1,8,-3,-21,-1,-0.4,-12,7,ClCc1c2ccccc2cc2ccccc12

(cont.)
ADAM10 inh,ARFGAP1 inh,Tn7 DDE FP,ASAP1 GAP inh,DDE Tn6 FP inh,ADAM17 inh,LEDGF integ inh,KLK7 zymogen act,PLC-gamma1 inh,TDP2 absorb,molecule
9,-12,-5,6,11,-1,3,0.5,-2,-5,CCCCCCC[C@@H](C/C=C/CCC(=O)N(C)C/C(=C/Cl)C/C(=C\C(=O)N1CC(OC)=CC1=O)OC)OC
-3,9,-1,-7,-4,3,-2,-0.1,1,4,CCc1nnc(NC(=O)CSc2nc3c(c(=O)n2C)SC(C)C3)s1 (stereo unspecified)
-3,-8,1,-3,-4,0,-1,-0.2,-3,-3,O=C(CCc1ccccc1)NCc1ccc2c(c1)OCO2
-5,-13,0,-2,0,-3,1,0.2,-2,6,O=C(NCC(=O)N(Cc1ccccc1)C(C(=O)NC1CCCC1)c1ccncc1)c1ccco1 (stereo unspecified)
-8,8,5,18,2,-3,-3,0.4,-1,-2,CCNC(=O)c1cc(S(=O)(=O)N(C)C)c(Cl)cc1Cl
-6,1,0,14,-8,-1,-1,-0.8,3,-10,CCCN1CCC(=O)N([C@H](CSc2ccc(Br)cc2)Cc2ccccc2)CC1
0,-11,0,7,1,-1,1,-0.4,-3,-6,O=C(CSc1nnc(CNC(=O)c2ccc(F)cc2)o1)Nc1ccc2c(c1)OCO2
-1,-8,2,8,-2,0,0,0.4,-2,-8,CC1=NN(C)C(=O)C1Cc1c(F)cccc1Cl (stereo unspecified)
-6,-3,3,-6,5,0,-4,-1.1,-2,-1,C[C@@H]1CN([C@@H](C)CO)C(=O)CCCn2nncc2CO[C@@H]1CN(C)C(=O)c1ccncc1

Of the compounds above, 7 contain an aryl methoxy group.
ADAM10 inh,ARFGAP1 inh,Tn7 DDE FP,ASAP1 GAP inh,DDE Tn6 FP inh,ADAM17 inh,LEDGF integ inh,KLK7 zymogen act,PLC-gamma1 inh,TDP2 absorb,molecule
-3,1,-7,-2,-1,-3,0,-0.3,0,-5,CCN1C(=O)/C(=C/c2cccs2)SC1=Nc1ccc(OC)cc1
4,12,-6,3,3,2,6,0.1,8,-4,COc1ccc(CCNC(=O)c2c(C)cc(=O)oc2C)cc1OC
-44,6,1,6,-13,-61,-1,-6.8,-165,2,COc1ccc(-c2cc(C(=O)Nc3cc(S(N)(=O)=O)ccc3C)c3ccccc3n2)cc1OC
-1,4,-6,-5,-5,3,1,-0.4,4,-1,COc1ccc(-n2nnnc2C(c2ccccc2)N2CCN(C/C=C/c3ccccc3)CC2)cc1 (stereo unspecified)
15,-2,0,-3,4,0,-2,-0.2,4,-1,CCCCNC(=O)CN1CCC2(O)CCCCC2C1c1ccccc1OC (stereo unspecified)
3,3,-2,13,3,-2,2,0.2,0,8,COc1ccc(NC(=S)N(CCCN2CCCC2)Cc2ccco2)cc1
-6,13,-7,9,-6,-1,1,0.7,-3,2,COc1ccc(Nc2oc(COc3ccccc3F)nc2C#N)cc1
